# INS-1E GSIS act: primary screen for activators of insulin secretion dependent on glucose, INS-1E cells, GLuc reporter luminescence. 370,000 compounds, 0.61% hits. activation, % at 16.6 µM. AID 743287. INS-1E GLuc reporter insulin secretion, 2-3 h;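 active = lowest replicate activation of at least 40%, so every replicate reaches that level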;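 also: 0% = median of neutral control wells and 100% = median of IBMX positive control wells; some compounds called inactive have numbers as strong as hits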
# E-selectin induc: induces E-selectin expression in human endothelial cells; 260,000 compounds, 0.37% hits; HUVEC E-selectin immunofluorescence imaging; normalized: neutral wells 0, TNF-alpha wells 100; P16581; activation, % at 7.58 µM;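 active = mean E-selectin-positive cell signal at least 10% of the positive control, reached in at least 60% of replicates, without over 20% cell loss; inconclusive = no rule given, readout overlaps actives, possibly toxicity-flagged; inactive = the rest, including those meeting only one limit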;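 also: in these data hits start at about 27%; measured in HUVEC primary endothelial cells; signal is the percent of cells scored E-selectin positive by PE staining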
# Target sequence (P16581 whole entry, looked up): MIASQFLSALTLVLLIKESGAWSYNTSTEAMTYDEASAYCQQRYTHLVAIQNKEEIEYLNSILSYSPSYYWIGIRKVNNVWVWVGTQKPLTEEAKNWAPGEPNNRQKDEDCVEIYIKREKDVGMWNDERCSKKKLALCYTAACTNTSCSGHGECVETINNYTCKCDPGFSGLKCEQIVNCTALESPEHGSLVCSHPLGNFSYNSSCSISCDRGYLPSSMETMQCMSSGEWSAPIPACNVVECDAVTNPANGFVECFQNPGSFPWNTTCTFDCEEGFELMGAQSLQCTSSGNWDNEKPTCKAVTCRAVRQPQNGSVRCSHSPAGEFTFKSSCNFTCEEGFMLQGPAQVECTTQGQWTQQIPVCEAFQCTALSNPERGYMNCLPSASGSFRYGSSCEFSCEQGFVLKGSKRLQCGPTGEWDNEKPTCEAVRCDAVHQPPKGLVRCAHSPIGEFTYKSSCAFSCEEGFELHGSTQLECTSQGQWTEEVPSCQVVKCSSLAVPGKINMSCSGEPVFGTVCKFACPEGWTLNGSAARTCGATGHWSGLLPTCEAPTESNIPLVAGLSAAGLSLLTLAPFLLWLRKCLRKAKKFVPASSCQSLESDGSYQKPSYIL
#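 Read-out basis: % PE-positive cells; Test system: HUVEC primary endothelial cells; Technique: immunofluorescence imaging; Dosing: single-point compound dose.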
# F508del corr: correctors of CFTR F508del function in bronchial epithelial cells | CFBE cells, YFP halide quenching; stimulated with forskolin plus potentiator P3; % fluorescence drop versus neutral controls | activity (quench increase), % at 7.58 µM | AID 720511 | 350,000 compounds, 0.36% hits;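 active = mean added fluorescence quench of at least 8% versus neutral control, with both replicates also reaching 8%; inconclusive = only one of the mean or replicate conditions met; inactive = mean below 8% and not both replicates reaching 8%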;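 also: cells transiently co-express mutant CFTR-F508del with the halide-sensitive YFP; corrector assay measuring rescue of mutant channel to the surface after 24 h compound exposure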
# Xi reactivation: X-chromosome reactivation activator; 360,000 compounds, 0.055% hits; XiGFP mouse fibroblasts, % GFP-positive cells imaging, 3 d; cells co-treated with 5-aza-dC sensitizer; scaled so ellipticine positive control = 100%; activation, % at 7.58 µM;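 active = mean normalized replicate activation at least 10% and every replicate at or above 10%; inconclusive = only one of the two criteria met; inactive = mean below 10% and not all replicates reach 10%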;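 also: 0% = median of on-plate neutral control wells and 100% = ellipticine 6 µM median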
#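 Assay system – SV40-immortalized XiGFP fibroblast cells, line 68-5-11 · Buffer or medium – DMEM supplemented with 5-aza-dC as sensitizing agent · Dosing – one concentration, pinned · Benchmarks – positive control ellipticine, 6 µM final · Times – 3 days compound exposure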
# RAD52 anneal inh: RAD52 (human) annealing inhibition | P43351 | recombinant RAD52 DNA annealing, FRET fluorescence | inhibition, % at 18.7 µM | 360,000 compounds, 0.46% hits;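 active = every replicate showing at least 50% inhibition; inconclusive = mean inhibition at least 50% but not in every replicate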
# Target sequence (P43351 whole entry, looked up): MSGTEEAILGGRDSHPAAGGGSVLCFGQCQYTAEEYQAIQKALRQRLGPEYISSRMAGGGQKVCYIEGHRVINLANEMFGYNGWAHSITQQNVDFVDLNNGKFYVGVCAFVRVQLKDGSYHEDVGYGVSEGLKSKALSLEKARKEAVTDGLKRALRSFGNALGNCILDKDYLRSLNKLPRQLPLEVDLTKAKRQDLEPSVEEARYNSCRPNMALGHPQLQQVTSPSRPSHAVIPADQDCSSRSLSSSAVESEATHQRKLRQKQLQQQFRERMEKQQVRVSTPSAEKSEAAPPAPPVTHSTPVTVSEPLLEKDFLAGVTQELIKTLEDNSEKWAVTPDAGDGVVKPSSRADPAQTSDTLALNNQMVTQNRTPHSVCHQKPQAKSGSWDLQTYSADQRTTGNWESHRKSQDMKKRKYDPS
# CASP6 VEID inh: inhibitors of human caspase-6 | purified caspase-6, Z-VEID-R110 cleavage fluorescence | inhibition, % at 12.5 µM | 350,000 compounds, 0.53% hits;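 active = mean inhibition across replicates at least about 35%, with every replicate also reaching that limit, limit read from the data; inconclusive = only one of the two criteria met; inactive = neither criterion met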;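 also: 0% = median of neutral control wells and 100% = no fluorescence left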
# RAD54 branch: RAD54 (human) branch migration inhibition; inhibition, % at 10.4 µM; 360,000 compounds, 0.14% hits; RAD54 Holliday junction branch migration, FAM/BHQ fluorescence; Q92698;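 active = mean normalized replicate activity at least 40 and at least half of replicates scoring 40 or more; inconclusive = only one of the two criteria met; inactive = mean below 40 and under half of replicates reaching 40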;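 also: 0% = median of neutral control wells and 100% = median of positive control wells; inhibitors cause a drop in the FAM fluorescence signal; in these data hits start at about 50%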
# DENV2 CPE: protects cells from dengue virus 2 cytopathic effect; DENV2-infected cells, cytopathic effect rescue, plate reader; CPE inhibition, % at 9.99 µM; 350,000 compounds, 1.7% hits; AID 651640; in the data active = CPE inhibition above about 20%, passing the limit was not always enough; inconclusive = no clear call, values can overlap the other calls; tested in BHK-21 cells;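 also: 0% = median of neutral control wells and 100% = median of positive control wells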
# * = called active by the depositor; ? = inconclusive; / = not tested or not shown.
SMILES,INS-1E GSIS act,E-selectin induc,F508del corr,Xi reactivation,RAD52 anneal inh,CASP6 VEID inh,RAD54 branch,DENV2 CPE
CC(C)CC#Cc1cnc2c(c1)C(=O)N([C@H](C)CO)C[C@H](C)[C@H](CN(C)S(C)(=O)=O)O2,-3,0.4,-1.1,-0.6,11,0,-1,-4
COc1cccc(Nc2ccc(-n3ccnc3)nn2)c1,29,/,-0.9,-0.6,0,-2,2,-5
C=C(C)CNC(=S)NNC(=O)CCn1c2ccc(Cl)cc2c2cc(Cl)ccc21,-35,/,-0.1,0.0,-17,-1,/,-10
Cc1ccc(-c2nc(CS(=O)(=O)CC(=O)N3CCCCCC3)c(C)o2)cc1,/,-2.2,-4.1,-0.1,-4,3,-2,0
NNC(=O)Cc1cc(=O)[nH][nH]1,/,-0.1,4.2,0.6,1,1,9,9
CN(Cc1ccc2c(c1)CCCN2C)C(=O)[C@H]1O[C@@H](n2cnc3c(N)ncnc32)[C@H](O)[C@@H]1O,5,1.3,0.0,0.2,-40,-5,9,3
Cc1cccc(NC(=O)CN2CCN(C(=O)c3cc(C4CC4)nn3-c3ccccc3)CC2)c1C,/,-0.1,1.7,0.0,-6,0,3,62*
COCC(=O)N1CC2(C1)[C@H](c1ccc(-c3cccc(F)c3)cc1)[C@H](CO)N2C(=O)COC,-7,0.5,-1.2,0.1,-3,6,/,-2
CN(C)S(=O)(=O)c1cc(NC(=O)COC(=O)CC2Sc3ccccc3NC2=O)ccc1Cl (stereo not drawn),-22,-0.1,-1.4,0.0,-48,-2,3,9
COc1cccc2cc(C(=O)NCCc3ccccc3)c(=O)oc12,-4,-0.1,-1.6,0.1,-11,-1,-17,-6
COc1ccc2cc(C(=O)C3CCCN(Cc4cnc(N5CCOCC5)s4)C3)ccc2c1 (stereo not drawn),-16,-2.3,-2.6,0.2,5,2,11,0
CN1C(=O)c2cc(NC(=O)c3ccccc3Cl)ccc2OC[C@H]2O[C@H](CC(=O)NCC(F)(F)F)CC[C@H]21,/,/,/,/,18,-4,-3,2
CCOc1ccc(N2CC(C(=O)Nc3nnc(CC)s3)CC2=O)cc1 (stereo not drawn),2,-0.1,0.4,0.1,-16,3,18,5
Cc1ccc(CCNC(=O)C2CC(c3cc(C(F)(F)F)cc(C(F)(F)F)c3)=NO2)cc1 (stereo not drawn),-7,0.2,-1.0,0.0,/,/,4,/
CCN(c1ccccc1)S(=O)(=O)c1cccc(C(=O)NCCN2CCOCC2)c1,-5,-1.3,0.8,-0.1,-9,-3,4,1
CO[C@H]1CN(C)C(=O)c2ccc(NS(C)(=O)=O)cc2OC[C@@H](C)N(Cc2ccccn2)C[C@@H]1C,6,3.2,-1.5,-0.3,/,/,11,/
COc1ccc2c3c([nH]c2c1)[C@@H](CO)N(C(=O)CN(C)C)CC31CCN(C(=O)c2ccncc2)CC1,24,-0.1,-0.8,0.4,-6,-3,/,18
C[C@@H]1CN([C@@H](C)CO)C(=O)c2cc(-c3ccccc3F)cnc2O[C@@H]1CN(C)C(=O)C1CCCCC1,-2,23,2.7,-0.3,3,2,-2,7
O=C1O[C@@H](c2ccccc2)[C@@H](c2ccccc2)N2[C@@H](c3ccccc3OCCO)[C@]3(C(=O)Nc4ccc(C#CCCO)cc43)[C@@H](C(=O)N3CCCCCCC3)[C@H]12,/,/,-0.7,/,73*,3,-3,10
CSc1nsc(SCC(=O)Nc2ccccc2F)n1,5,0.0,1.0,0.2,-8,-4,-3,12
C[C@@H]1CCCCO[C@@H](CN(C)C(=O)Nc2ccc(F)cc2)[C@H](C)CN([C@@H](C)CO)C(=O)c2cc(NC(=O)Nc3ccc(C(F)(F)F)cc3)ccc2O1,0,1.1,0.2,0.6,5,0,-7,3
Cc1noc(C)c1S(=O)(=O)Nc1ccc2c(c1)C(=O)N([C@H](C)CO)C[C@@H](C)[C@H](CN(C)S(=O)(=O)c1cccs1)OCCCC[C@@H](C)O2,-18,/,-1.4,-0.1,/,/,-8,-8
C[C@H]1CN([C@@H](C)CO)C(=O)c2cc(NC(=O)c3ccncc3)ccc2O[C@@H]1CN(C)S(=O)(=O)c1ccc(Cl)cc1,-9,-0.1,-1.7,6.4,-2,0,2,-5
CC(NC(=O)COC(=O)CSCc1ccccc1)c1ccccc1 (stereo not drawn),-5,4.6,0.5,0.2,-3,-1,/,-8
O=C(Cc1ccccc1)NCCSCc1ccco1,-13,/,-2.3,/,-14,1,4,-8
C[C@H](O)C#Cc1ccc2c(c1)O[C@@H](CN(C)CC1CCCC1)[C@H](C)CN([C@@H](C)CO)S2(=O)=O,28,-0.5,-1.2,0.1,-7,2,-8,13
Cc1nn(CC(=O)O)c(C)c1N,20,/,0.7,-0.1,-8,8,3,4
CCCNC(=O)C[C@H]1CC[C@H]2[C@@H](COc3ccc(NC(=O)Nc4cccc(C)c4)cc3C(=O)N2C)O1,9,0.1,-1.4,0.0,7,0,-14,19
CC(=O)N1c2ccc(S(=O)(=O)N3CCC(C(=O)Nc4ccc(F)cc4)CC3)cc2CC1C (stereo not drawn),3,/,-1.7,0.0,-15,/,6,2
COCCCn1c(SCC(=O)N2CCOCC2)nc2cc(Cl)ccc2c1=O,-3,/,1.6,0.1,8,4,-7,14
CN(NC(=O)c1ccc(Cl)cc1)c1ncc(C(F)(F)F)cc1Cl,/,/,-0.8,0.0,-15,10,/,-1
COc1cc(-c2cnc3c(NC=O)cc(-c4ccc(C)cc4)cn23)cc(OC)c1OC,4,0.3,4.3,2.2,-13,1,5,95*
COc1ccc(NC(=O)c2cc(C)on2)cc1,30,0.1,1.4,/,-13,0,/,2
Cc1cc(=O)[nH]c(SCC(=O)c2ccc(O)c(O)c2)n1,8,/,-1.0,0.1,-7,36*,11,8
CCN1CCN(C(=O)CCc2nnc3ccc(N4CCN(c5cccc(OC)c5)CC4)nn23)CC1,11,/,-2.3,0.3,8,-29,5,8
COc1ccc2oc(C(=O)Nc3nc(-c4ccccn4)cs3)c(C)c2c1,-4,/,1.1,0.4,-7,2,/,4
CC1(c2nc3ccccc3[nH]2)CCCC2=Nc3ccccc3CN21 (stereo not drawn),1,2.9,3.0,0.0,-5,-8,/,3
CN(C)C(=O)c1cccc(-c2ccc3c(c2)[C@H]2[C@H](CCN2C(=O)c2ccccc2F)[C@@H](CO)N3)c1,7,-0.5,1.5,0.2,-6,1,6,-6
C[C@@H]1CN([C@@H](C)CO)C(=O)Cc2cc(NS(C)(=O)=O)ccc2O[C@@H]1CN(C)Cc1ccc(Oc2ccccc2)cc1,-21,2.1,-1.2,0.0,-5,1,1,15
COc1cc(/C=C/C(=O)NNC(=O)c2cccc(S(=O)(=O)N(C)C)c2)cc(OC)c1OC,28,-0.1,-1.0,-0.1,-15,2,-13,-1
CC(C)C#Cc1ccc2c(c1)O[C@H](CN(C)C(=O)c1ccncc1)[C@@H](C)CN([C@H](C)CO)S2(=O)=O,-6,-0.1,-2.3,0.0,0,-3,-7,-1
C/C=C/c1ccc2c(c1)O[C@H](CN(C)C(=O)c1ccccn1)[C@@H](C)CN([C@H](C)CO)S2(=O)=O,-3,-0.3,-2.8,0.7,11,-1,1,-2
O=C(N/N=C/c1ccccc1O)C1CC(=O)N(c2ccc(F)cc2)C1 (stereo not drawn),-18,/,6.1,0.4,3,-1,1,7
Cc1cc(C(=O)NCc2ccco2)cs1,-11,/,2.6,/,-7,2,-1,2
Cc1ccc(NC(=O)CSc2nc3sc(C)cc3c(=O)n2C)cc1,-4,-0.1,0.9,0.2,-9,0,4,-6
O=C(/C=C/Nc1ccccc1Oc1ccccc1)c1ccco1,17,/,-2.1,0.0,-29,8,-1,-1
COc1ccccc1C(CC(=O)O)c1ccc2c(c1)OCO2 (stereo not drawn),6,0.0,-0.7,0.1,1,-1,3,-2
Cc1ccc(Nc2nnc(SC(C)C(=O)NCC3CCCO3)s2)cc1 (stereo not drawn),1,/,-0.8,0.7,-10,-2,8,0
CC1=NN(c2cccc(F)c2)C(=O)/C1=C/c1ccc(N(C)C)cc1,-3,/,-0.4,0.0,3,1,3,1
Cc1noc(C)c1NC(=O)Nc1ccc2c(c1)C(=O)N([C@H](C)CO)C[C@@H](C)[C@@H](CN(C)Cc1ccc(C(=O)O)cc1)OCCCC[C@@H](C)O2,27,-0.1,-0.2,-0.9,/,/,2,?
Cc1ccc(S(=O)(=O)NCc2ccccc2)cc1C(=O)NCC1CCCO1 (stereo not drawn),-9,0.9,-1.4,0.1,0,-4,/,3
COc1cc2c(cc1OC)C(COc1ccccc1OC)N(C(=O)c1ccco1)CC2 (stereo not drawn),30,-0.1,4.1,-0.1,11,1,5,/
CCOC(=O)C1CCN(C(=O)CCc2ccc(S(=O)(=O)NC(C)C)cc2)CC1,/,/,/,-0.2,-3,-5,-5,1
O=C(C[C@H]1C=C[C@H](NC(=O)c2ccccn2)[C@@H](CO)O1)NCc1cccc(F)c1,5,-0.3,-0.7,-0.1,-14,-2,-2,-6
O=C(CCCn1c(=O)oc2ccccc21)NNC(=O)COc1ccc(F)cc1,7,-0.1,-1.7,0.2,-7,0,6,-6
COc1ccc(C(=O)Nc2ccnc(-c3cccnc3)n2)cc1,8,0.1,-0.9,-0.1,-6,-1,/,/
COCC(=O)Nc1ccc2c(c1)C(=O)N(C)C[C@H](OC)[C@@H](C)CN(C(=O)COC)[C@H](C)CO2,14,0.1,/,-0.2,8,-2,-1,-7
CSCC[C@H](NC(=O)OC(C)(C)C)C(=O)NCC1CCC(C(=O)O)CC1 (stereo partly drawn),4,0.1,-1.7,0.1,-3,1,8,2
COc1ccc(CCC(=O)NNC(=S)Nc2cccc(C(C)=O)c2)cc1,13,/,-1.5,0.0,-28,2,/,-4
C[C@@H]1CN([C@H](C)CO)S(=O)(=O)c2ccc(C#C[C@@H](C)O)cc2O[C@@H]1CN(C)C,2,-0.6,-0.9,-0.4,-10,-5,-2,-4

# Later entries:
SMILES,INS-1E GSIS act,E-selectin induc,F508del corr,Xi reactivation,RAD52 anneal inh,CASP6 VEID inh,RAD54 branch,DENV2 CPE
Cc1ccc(S(=O)(=O)N2CCOCC2)cc1NC(=O)COC(=O)c1cccnc1Cl,-7,-0.4,-2.2,0.0,3,-1,/,0
C[C@H](CO)N1C[C@H](C)[C@@H](CN(C)S(=O)(=O)c2ccc(Cl)cc2)OCCCC[C@H](C)Oc2ccc(NC(=O)C3CCCCC3)cc2C1=O,-9,0.0,-0.4,0.4,-4,0,-10,9
COc1ccc(N2CCN(S(=O)(=O)CCNC(=O)C3CC3)CC2)cc1,7,0.6,1.0,-0.1,1,-2,/,14
COC(=O)CSc1nc(N)c(C#N)c(-c2ccc(O)cc2)c1C#N,22,-0.2,-1.9,0.1,-9,-1,14,-1
Cc1c(C(=O)NCc2ccccc2CN2CCCC2)oc2c(F)cccc12,7,2.4,-3.0,0.3,-35,-19,14,-4
Cc1ccc(S(=O)(=O)N(C)C[C@@H]2Oc3c(NC(=O)Nc4ccc(C(F)(F)F)cc4)cccc3C(=O)N([C@H](C)CO)C[C@H]2C)cc1,1,0.7,-1.9,-0.2,17,0,3,-11
CC1(C(=O)NS(=O)(=O)C2CC2)CCN(C(=O)CSc2ccccc2)C1 (stereo not drawn),21,0.2,-6.1,0.2,-6,0,-12,19

# Screening results as filed in PubChem BioAssay.

# Compounds were not picked by outcome; any-hit rate near 3.7%.
